NPYLR7 ag – activates Aedes aegypti NPYLR7 receptor. HEK293T NPYLR7/Galpha15, GCaMP6s calcium fluorescence. activation, % at 10 µM. 270,000 tested, 0.15% active; in the data active = activation above about 40%;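 note: 0% = vehicle and 100% = reference agonist at the receptor; some compounds past the cut are filed as inactive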
mcGAS inh – mouse cGAS inhibition by luminescence; recombinant cGAS, Kinase-Glo ATP depletion luminescence; 160,000 tested, 0.15% active; inhibition, % at 12.5 µM;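 note: 0% = negative control wells and 100% = reference inhibitor with no enzyme activity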
hcGAS inh – human cGAS inhibition | Q8N884 | recombinant h-cGAS, ATP depletion, Kinase-Glo luminescence | inhibition, % at 12.5 µM | 290,000 tested, 0.081% active | AID 1259398;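 note: 0% = vehicle reaction and 100% = reaction without DNA for no activity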
Target sequence (Q8N884 whole entry, looked up): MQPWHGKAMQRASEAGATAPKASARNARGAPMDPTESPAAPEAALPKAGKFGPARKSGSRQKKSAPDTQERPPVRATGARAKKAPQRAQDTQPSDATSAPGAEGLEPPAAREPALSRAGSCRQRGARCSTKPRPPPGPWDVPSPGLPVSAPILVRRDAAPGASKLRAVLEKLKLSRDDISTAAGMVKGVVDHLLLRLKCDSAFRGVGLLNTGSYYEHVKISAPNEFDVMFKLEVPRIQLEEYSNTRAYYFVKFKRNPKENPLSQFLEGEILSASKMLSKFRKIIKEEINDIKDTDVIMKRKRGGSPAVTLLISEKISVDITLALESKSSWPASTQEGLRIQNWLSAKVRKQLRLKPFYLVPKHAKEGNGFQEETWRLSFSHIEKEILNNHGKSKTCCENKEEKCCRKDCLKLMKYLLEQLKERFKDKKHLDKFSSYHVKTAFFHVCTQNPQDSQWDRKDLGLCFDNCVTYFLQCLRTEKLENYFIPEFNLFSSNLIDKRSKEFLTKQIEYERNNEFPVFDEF
An asterisk follows results filed as active; . = not tested or not shown; & = joins results of further samples. Cut-off read from the data, not from the text of the source, unless noted: active = inhibition above about 40%; inactive = the rest.

SMILES	NPYLR7 ag	mcGAS inh	hcGAS inh
Cn1ccc(C(=O)NC2(c3ccc(Cl)cc3)CCC2)cc1=O	-4.5	.	3.9
COc1ccc(C)cc1S(=O)(=O)N1CCCC(c2nnc(COc3ccccc3)o2)C1 (stereo not given)	-8.6	.	3.8
CCC(C)C(=O)N1CCN(c2cc(S(=O)(=O)N(CC)CC)ccc2OC)CC1 (stereo not given)	1.3	-6.0	-5.2
O=C(Nc1cc(Cl)cc(Cl)c1)C1CCCN1C(=O)c1cccnc1 (stereo not given)	0.5	.	-9.6
CC1(C)O[C@@H]2C[C@@](OCc3ccc(C#N)cc3)(C(=O)NCCCn3ccnc3)CC(OCc3ccccc3F)[C@@H]2O1 (stereo not given in full)	12.0	-5.0	-10.1
CCCCOc1ccc(NC(=O)CC2CCCC2)cn1	.	-5.8	-6.1
CCN(CC)C(=O)Oc1ccc2c(ccn2Cc2cccc(C)c2F)c1-c1ccc(OC)c(OC)c1	4.8	-0.5	0.6
Cn1cc(CN2CCOCC2)c(-c2ccc3c(c2)OCCO3)n1	-1.3&14.4	.	0.1&-9.1
Cc1nc(Nc2ccc(S(N)(=O)=O)cc2)oc1C	-0.8	0.4	2.2
O=C1CN(C(=O)c2cccc(C(F)(F)F)c2)CC(O)CN1Cc1cccs1 (stereo not given)	4.8	-7.4	-3.2
Cc1c(C(=O)N2CCCC2C2CCCN2Cc2ccccc2)[nH]c2c1C(=O)CCC2 (stereo not given)	0.5	-7.7	-3.4
CCCCN(C)c1c(C)nc2ccc(C(=O)N(C)Cc3ccco3)cn12	-5.0	-1.8	-4.8
CCCCc1nc(N2CCCN(C(=O)Nc3ccccc3OC)CC2)c2c(-c3ccccc3)noc2n1	12.6	-4.5	-1.5
COc1ccc(-c2nn(CCC(=O)O)cc2/C=C/C(=O)O)cc1OC	0.3	.	1.4
CCc1nc(C)c(C(=O)N(C)Cc2cnn(-c3ccc(F)cc3)c2)o1	-1.3	.	-3.0
CC(C)CNc1nc(CN2CCOCC2)nc2scc(-c3ccccc3)c12	-4.2	2.5	2.0
Cc1ccc(C)c(-c2cc(C(=O)N3CCCCC3C(=O)NC3CC3)no2)c1 (stereo not given)	.	1.8	4.8
O=C(N[C@@H](Cc1ccccc1)c1nc2ccccc2[nH]1)C1CCC1	-2.5	-8.3	-5.6
COc1ccc(CCOc2nc(-c3cccc(F)c3)n(-c3ccc(NC(=O)c4cccc([N+](=O)[O-])c4)cc3)n2)cc1	-2.3	-2.0	-2.2
CCOc1ccc(NC(=O)NCC2CCN(c3nc(Cc4cccc(OC)c4)ns3)CC2)cc1	-1.9	-6.7	-17.9
CCOC(=O)C1=C(O)/C(=C\c2cccc(C)c2O)SC1=Nc1cccc(F)c1	9.8	-4.6	-5.1
O=c1c2c3n(c4cc(Cl)c([N+](=O)[O-])cc4c-2nn1-c1ccccc1)CCC3	-12.2	.	-0.4
Cc1c(Br)c2ccccc2n1CC(=O)NCC1CN2CCCC2CO1 (stereo not given)	1.4	.	-11.8
Cc1cccn2cc(C(=O)O)nc12	-6.8	.	-4.1
CC(C)CN(C(=S)NC1CC2CCC1C2)C1CCN(C)CC1 (stereo not given)	2.1	-14.7	-8.3
Further results follow.
SMILES	NPYLR7 ag	mcGAS inh	hcGAS inh
O=C(c1scc2c1CCCC2)N1CCCC(O)(CO)C1 (stereo not given)	2.8	.	-3.3
O=C(Nc1ccccc1)OCC(CN1CCCCC1)OC(=O)Nc1ccccc1 (stereo not given)	0.0	-5.1	-1.7&-1.8
COc1cc(C)ccc1S(=O)(=O)Nc1ccccc1C(=O)NCCc1ccc(F)cc1	-1.6	-3.9	-1.8
NC(=O)Nc1ccc2c(c1)OCCO2	-0.6	.	-3.1
CCC(CC)C(=O)Nc1cc(-c2cn3nc(OC)ccc3n2)ccc1C	-9.3	-7.8	-4.6
Cc1ccc2nc3c(cc(C#N)c(=N)n3CCCN3CCOCC3)c(=O)n2c1	10.2	-4.4	-2.3
Cc1ccc(N2CC(CNC(=O)CC(C)C)OC2=O)cc1 (stereo not given)	2.8	.	-3.1
CCc1ccc(N2CCCn3c2nc2c3c(=O)n(CC(=O)OCc3ccccc3)c(=O)n2C)cc1	1.6	-5.8	-6.5
CCN(CC)C(=O)Oc1ccc2c(ccn2Cc2cc(F)c(F)c(F)c2F)c1-c1cc(F)cc(F)c1	-7.8	-0.1	-2.1
CCCCc1ccc(N=Cc2nc(-c3ccc(Br)cc3)oc2O)cc1	0.8	-1.9	0.5
Cc1cccc(-c2ccc(NC(=O)C3CCN(C(=O)CC4CCCC4)CC3)cc2)c1	1.6	.	-6.1
COc1cccc2sc(N(Cc3cccnc3)C(C)=O)nc12	-7.9	-7.8	-5.9
Cc1cc(C)c(-c2csc(NC(=O)C(C)S(C)(=O)=O)n2)cc1C (stereo not given)	1.9	.	-9.4
CCOC(=O)c1cc(-c2cccc(NC(=O)Cc3ccc(OC)cc3)c2)n(-c2ccc(F)cc2)n1	-2.5	0.7	3.3
Cc1ccc(NS(=O)(=O)c2cc3c4c(cccc4c2)C(=O)NC3=O)cc1C	2.5	.	7.0
CC(=O)c1ccccc1-c1ccc2c(c1)CC(CNC(=O)c1cccc(-n3cccn3)c1)O2 (stereo not given)	5.5	-26.0	-6.1
COCc1nc(C)nc(N2CCN(C(=O)c3ccco3)CC2)c1Cc1c(F)cccc1Cl	.	2.2	-3.6
CCCNC(=O)C1(C)CCCN(CC(=O)c2ccc(C)cc2C)C1 (stereo not given)	-6.2	1.7	2.4
COc1ccc(-c2coc3c(C(=O)NCC4CC4)cccc23)c(C)c1	4.5	0.5	0.7
CC(=NNC(=O)c1cccs1)c1cccc([N+](=O)[O-])c1	-5.8	-6.7	-4.7
O=C(NCC(=O)N1CCN(c2ccccc2F)CC1)c1ccco1	14.7	.	-13.6
COc1ccc(-c2c(C)oc3c(C)c(O)ccc3c2=O)cc1	-1.9	.	5.0
CCOc1ccccc1CN(CC)C(=O)c1cc(=O)[nH]c2ccc(F)cc12	1.6	.	-5.9
CC(=O)OC(C(=O)Nc1ccc(CCNC(=O)NC(C)C)cc1)c1ccccc1 (stereo not given)	-7.0	-3.8	-8.6
COc1ccc(C2CCCN2CC(=O)N(C)Cc2ccccc2Br)cc1 (stereo not given)	-3.8	.	-1.4

Structures listed so far containing a thiophene ring, fused or not:
SMILES	NPYLR7 ag	mcGAS inh	hcGAS inh
O=C1CN(C(=O)c2cccc(C(F)(F)F)c2)CC(O)CN1Cc1cccs1 (stereo not given)	4.8	-7.4	-3.2
CC(C)CNc1nc(CN2CCOCC2)nc2scc(-c3ccccc3)c12	-4.2	2.5	2.0
O=C(c1scc2c1CCCC2)N1CCCC(O)(CO)C1 (stereo not given)	2.8	.	-3.3
CC(=NNC(=O)c1cccs1)c1cccc([N+](=O)[O-])c1	-5.8	-6.7	-4.7

Entries of single compounds from above:
Results for COCc1nc(C)nc(N2CCN(C(=O)c3ccco3)CC2)c1Cc1c(F)cccc1Cl = NPYLR7 ag = .; mcGAS inh = 2.2; hcGAS inh = -3.6
Results for Cc1cc(C)c(-c2csc(NC(=O)C(C)S(C)(=O)=O)n2)cc1C (stereo not given) = NPYLR7 ag = 1.9; mcGAS inh = .; hcGAS inh = -9.4

Next section.
SMILES	NPYLR7 ag	mcGAS inh	hcGAS inh
CCCNC(=O)C1(C)CCN1C(=O)c1sccc1C (stereo not given)	4.5	.	-11.4
CCN(CC1CCCN(CCc2cccc(OC)c2)C1)C(=O)CN1CCOC1=O (stereo not given)	-1.0	-9.9	-6.1
O=C(Nc1ccc(-n2cccc2)cc1)C1=COC2=NC(=O)N(Cc3ccccc3)CCN12	-0.2	.	-11.5
COCCNCc1nc2scc(-c3cccc(Cl)c3)c2c(=O)[nH]1	-3.3	-3.5	-2.1
OCCN1CCN(Cc2nc(Cc3cccc(C(F)(F)F)c3)no2)CC1	10.2	.	-11.4
CC(C)c1ccccc1NC(=O)c1cc(=O)c(OCc2ccccc2)c[nH]1	1.9	.	-10.2
CCNC(=S)N(CCN1CCOCC1)Cc1c(-c2ccccc2)noc1N1CCCCC1C (stereo not given)	.	-7.0	-7.5
COc1cccc(C(=O)N2CCN(c3cc(Oc4ccc(Cl)c(C)c4)ncn3)CC2)c1	3.8	-4.0	-9.3
O=C(NCCn1cc(SCC(=O)N2CCOCC2)c2ccccc21)c1cccc(C(F)(F)F)c1	-1.0	.	-7.6
COC(=O)CCCNc1nncc(-c2c(OC)cccc2OC)n1	4.8	.	-8.9
O=C(C1CCCC1)N(Cc1ccc(OCc2nc(CO)cs2)cc1)CC1CC1	22.9	-5.0	-8.5
Cc1sc2nc3n(c(=O)c2c1C)CC/C3=C\c1ccsc1	4.1	.	-3.3
CCc1nn(CCCC(=O)NC(C)C)c(=O)c2cc3occc3n12	10.4	-4.2	-1.1
Cc1c(C(=O)NCC2CCCO2)cnc2c(-c3cccc(C(F)(F)F)c3)cnn12 (stereo not given)	7.1	-2.3	0.5
CCCCCCCCCCCCCC(=O)N(Cc1ccc(OC)c(OS(C)(=O)=O)c1)Cc1ccco1	-12.8	1.6	-0.9
COc1ccc(Cl)c2sc(N(Cc3cccnc3)C(=O)c3cccc(F)c3)nc12	10.8	.	-7.7
O=C(Cc1c[nH]c(=O)[nH]c1=O)N1CCC1c1ccc(F)cc1 (stereo not given)	15.3	.	-1.4
O=C(CCc1ncc(-c2ccc(Cl)cc2Cl)o1)N1CCN(S(=O)(=O)c2ccccc2)CC1	2.7	.	-5.6
CCOC(=O)Cc1c(C)c2c(C)[nH]nc2oc1=O	-3.6	-3.1	-5.2
Cc1cc(Nc2ccc3c(n2)C(=O)N([C@H](C)C(=O)NCc2ccccc2)C3)n(C)n1	3.3	.	-7.4
CN(C)c1ccc(/C=C2\SC(=S)N(NC(=O)c3cccc(Cl)c3)C2=O)cc1	-9.3	-4.6	-4.3
CC1=NN(C(=O)C(C)C)C(O)(c2ccc(Br)cc2)C1 (stereo not given)	-1.9	-3.4	-5.2
O=C(NCc1ccccc1)c1cnn2c(C(F)(F)F)cc(-c3cccs3)nc12	-5.6	-3.3	-5.5
COC(=O)C(=O)N1CCN(c2nc3nccc(-c4cccc(C(F)(F)F)c4)n3n2)CC1	25.4	-7.8	-7.4
Cc1ccc(C(=O)N(CC(=O)Nc2nc(CC(=O)NC3CCN(Cc4ccccc4)CC3)cs2)C2CC2)cc1	14.7	-4.1	-4.3

Structural class: the compounds so far containing two or more sulfur atoms (three)
SMILES	NPYLR7 ag	mcGAS inh	hcGAS inh
Cc1cc(C)c(-c2csc(NC(=O)C(C)S(C)(=O)=O)n2)cc1C (stereo not given)	1.9	.	-9.4
Cc1sc2nc3n(c(=O)c2c1C)CC/C3=C\c1ccsc1	4.1	.	-3.3
CN(C)c1ccc(/C=C2\SC(=S)N(NC(=O)c3cccc(Cl)c3)C2=O)cc1	-9.3	-4.6	-4.3

Continuation:
SMILES	NPYLR7 ag	mcGAS inh	hcGAS inh
CS(=O)(=O)NCC(=O)NC1CC(=O)N(CCc2ccc(F)cc2)C1 (stereo not given)	-1.6	.	-0.2
COCCOC(=O)C1=C(C)NC2=C(C(=O)CC(c3ccccc3)C2)C1c1ccc([N+](=O)[O-])cc1 (stereo not given)	-5.1	-0.5	-0.8
Cc1csc(SCc2cc(=O)c(OC(=O)c3ccc(OC(C)C)cc3)co2)n1	-12.4	0.7	-2.2
CN(C(=O)c1ccccc1)c1nccnc1C#N	6.6	.	3.0
O=C1NC(=NS(=O)(=O)c2ccccc2)SC1=Cc1cc([N+](=O)[O-])ccc1O	61.0*	74.8*	34.7
COc1ccc(-c2cc(C(=O)N3CCN(c4cccc(C(F)(F)F)c4)CC3)n3nc(-c4ccccc4)cc3n2)cc1	9.1&17.9	-7.7&-7.0	-3.3&-7.3
C=CCNc1nc(Cl)nc(Nc2ccc(OC)cc2OC)n1	10.1	-3.9	-6.9
CCO[C@H]1CN(C)C[C@@H]1NC(=O)c1cc(CC(C)C)nn1C	.	-4.9	-6.7
Cc1cc(C)n(-c2cc(NCCNS(=O)(=O)c3ccc(C(F)(F)F)cc3)ncn2)n1	-9.3	-2.6	2.0
Cc1c(C(=O)O)sc2ncnc(NCC3(CN4CCN(C)CC4)CC3)c12	0.2	-15.0	-1.9
C=CCN1C(=O)NC(c2ccc(Cl)cc2)C(C(=O)OC)=C1C (stereo not given)	-1.8	-4.1	-2.5
CCSc1nc(NCC(C)C)c2cnn(CCNC(=O)c3cccs3)c2n1	-1.4	-6.7	3.7
CCOC(=O)N1CCN(C2CCCN(C(=O)c3cc4ccccc4n3C)C2)CC1 (stereo not given)	1.6&0.3	.	1.6&-9.0
CCCCCOC(=O)C1=C(C)NC2=C(C(=O)CCC2)C1c1cc(Cl)c(O)c(OC)c1 (stereo not given)	-1.6	-4.5	-12.2
Fc1ccccc1-c1nnc(SCc2cccc3ccccc23)o1	6.0	-3.7	-4.1
Cc1ccc2c(N)[nH]nc2n1	-1.4&-2.8	.	-3.9&-9.3
COc1ccc(CCN(C)C2CCCN(C(=O)c3cc(C)on3)C2)cc1OC (stereo not given)	1.4	.	-8.3
O=C(Nn1cnc2c(cnn2-c2ccccc2)c1=O)C1CC(=O)N(c2ccccc2)C1 (stereo not given)	12.5	.	-5.6
CC1CC1C(=O)N1CCN(C(C)C(=O)N2CCOCC2)CC1 (stereo not given)	-0.4	.	1.1
COc1ccc(NC(=O)CCC2CCCN(Cc3cc(C)c(C)o3)C2)c(C)c1 (stereo not given)	4.1	-8.0	-0.1
O=Cc1sc(=O)[nH]c1-[n+]1ccc2ccccc2c1	-5.5	3.2	5.0

3 compounds already listed, sorted by count of non-hydrogen atoms, smallest number first.
SMILES	NPYLR7 ag	mcGAS inh	hcGAS inh
Fc1ccccc1-c1nnc(SCc2cccc3ccccc23)o1	6.0	-3.7	-4.1
O=C(Nn1cnc2c(cnn2-c2ccccc2)c1=O)C1CC(=O)N(c2ccccc2)C1 (stereo not given)	12.5	.	-5.6
COCCOC(=O)C1=C(C)NC2=C(C(=O)CC(c3ccccc3)C2)C1c1ccc([N+](=O)[O-])cc1 (stereo not given)	-5.1	-0.5	-0.8

High-throughput results as filed in PubChem.
